HTT cytoprotect: qHTS Multiplex Assay to Identify Dual Action Probes in a Cell Model of Huntington: Cytoprotection (ATP); AID 1471, 2008; actives 0.14% (n = 230,000); PC12 HTT-Q103 induced, cytoprotection, ATP luminescence, 40 h; Potency, µM (doses to about 56.4 µM), inactives show cytoprotection (ATP increase), most hits filed as activators;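 note: % of control where 0% means no effect; nearly all actives have a fitted effect of over 45% in size; toxic huntingtin expression switched on by the ecdysone agonist tebufenozide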
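PC12 cells stably carrying ecdysone-inducible Htt exon 1 (Q103)–GFP were induced with 100 nM tebufenozide (final) alongside library compounds in a dose series. Cytoprotection was scored as retained ATP by ATPlite luminescence.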
IMPase Li cell: qHTS Assay for Identifying the Cell-Membrane Permeable IMPase Inhibitors: Potentiation with Lithium; CHO-M1 cells, IP1 TR-FRET (IP-One), carbachol + lithium; Potency, µM (top dose mostly 59.4 µM), for inactives: at the top dose activity, negative = IMPase inhibition, hits mostly inhibitors; actives 0.35% (n = 210,000);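 note: IP1 builds up when IMPase is blocked and the TR-FRET signal falls; plate controls were basal vehicle for no effect and high inhibitor control for full effect; nearly all actives have a fitted effect of over 50% in size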
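IP1 accumulation measured by competitive TR-FRET in lysed CHO-M1 cells after 30 min compound exposure at 37C, with a small lithium addition to potentiate weak responses. Hill-equation AC50 from ratio and donor-channel data.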
GAA spleen mod: qHTS Assay for Inhibitors and Activators of Human alpha-Glucosidase From Spleen Homogenate | Lysosomal alpha-glucosidase (Homo sapiens), P10253 | human spleen homogenate, 4-MU-alpha-glucoside fluorescence | Potency, µM (titrated, usually from 79.9 µM), inactives show at the top dose activity change, negative = inhibition, usual class: inhibitors | actives 0.006% (n = 240,000);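 note: 0% = enzyme with vehicle and -100% = no enzyme basal signal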
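Compounds were titrated against alpha-glucosidase in spleen homogenate at pH 5.0, with 1 mM 4-methylumbelliferyl substrate for 40 min at 37 C. Reactions were quenched with pH 10 NaOH/glycine and fluorescence measured.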
RGS12 GoLoco inh: qHTS Assay for Inhibitors of RGS12 GoLoco Motif Activity (Red Fluorophore); Guanine nucleotide-binding protein G(i) subunit alpha-1 (Homo sapiens), P63096; Gai1:RGS12 GoLoco peptide FP, rhodamine, 10 min; Potency, µM (doses to about 61.6 µM), inactives show at the top dose activity, negative = inhibition, usual class: inhibitors; actives 0.44% (n = 230,000); active = well fitted inhibition curve with a large enough effect, not every such curve was filed as active; inactive = no such curve, though single readings can be large or run the other way; note: % is set by controls: 0 for no effect and ±100 for the full control effect; nearly all actives have a fitted effect of over 30% in size; many of its hits are not listed in these tables
Target sequence (P63096 whole entry, looked up): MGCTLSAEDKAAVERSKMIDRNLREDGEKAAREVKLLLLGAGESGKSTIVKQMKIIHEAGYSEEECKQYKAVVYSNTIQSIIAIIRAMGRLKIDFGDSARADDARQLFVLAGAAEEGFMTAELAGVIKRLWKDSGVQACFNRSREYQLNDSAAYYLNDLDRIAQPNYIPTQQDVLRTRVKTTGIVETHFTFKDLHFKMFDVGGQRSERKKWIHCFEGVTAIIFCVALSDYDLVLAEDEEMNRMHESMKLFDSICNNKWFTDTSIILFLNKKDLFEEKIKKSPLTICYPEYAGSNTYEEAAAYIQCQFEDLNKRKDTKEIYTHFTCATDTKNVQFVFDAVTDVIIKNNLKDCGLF
GAA inhib: qHTS Assay for Inhibitors of Human alpha-Glucosidase as a Potential Chaperone Treatment of Pompe Disease; Lysosomal alpha-glucosidase (Homo sapiens), P10253; purified human GAA, 4-MU-alpha-glucoside fluorescence; Potency, µM (series often up to 76.9 µM), for inactives: top-dose activity change, negative = inhibition, most hits filed as inhibitors; actives 0.005% (n = 200,000); AID 1466, 2008;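 note: plate controls were uninhibited enzyme wells for no effect and no-enzyme background for full effect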
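Human alpha-glucosidase, 4 nM, pre-mixed with test compounds before 400 uM 4-methylumbelliferyl substrate; 20 min room temperature at pH 5.0. Fluorescence read after pH 10 stop; AC50 values from Hill-equation fits.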
GAA glycogen mod: qHTS Assay for Inhibitors and Activators of Human alpha-Glucosidase Cleavage of Glycogen; recombinant GAA, glycogen substrate, Amplex Red glucose oxidase fluorescence; Potency, µM (doses to about 76.4 µM), for inactives: top-dose activity change, negative = inhibition, actives largely listed as inhibitors; actives 0.38% (n = 300,000);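 note: 0% = full enzyme reaction and -100% = no-enzyme basal signal; the screen sought inhibitors and activators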
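Recombinant human enzyme (4 nM); glycogen substrate; 37 C, 40 min, pH 5.0. Readout: coupled glucose oxidase/Amplex Red fluorescence.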
HTT aggregate: qHTS Multiplex Assay to Identify Dual Action Probes in a Cell Model of Huntington: Aggregate Formation (GFP); actives 1.1% (n = 220,000); PC12 HttQ103-GFP aggregates, Acumen cytometry, 40 h; Potency, µM (highest dose often 46.1 µM), for inactives: at the top dose activity change, negative = inhibition, actives largely listed as inhibitors; note: % is set by controls: 0 for no effect and ±100 for the full control effect; nearly all actives have a fitted effect of over 60% in size
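Inducible Q103 Huntingtin exon 1–GFP PC12 line, 1500 cells/well in phenol red free DMEM with 5% equine and 5% calf serum. Tebufenozide 100 nM induced expression; compounds titrated; aggregates quantified by cytometry.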
Numbers without * were called inactive; u = inconclusive; x = not tested or not shown; & = joins results of further samples; [ ] = remark or other dose. Unless noted, calls come from the whole dose curve; as a rule, active = well fitted curve in the direction sought with a large enough effect; inconclusive = small, poorly fitted or top-dose-only effect, or another doubt; inactive = no such curve, though single readings can be large; an effect the other way counts as inactive or inconclusive. Potency is the fitted concentration of half-maximal effect.

SMILES	HTT cytoprotect	IMPase Li cell	GAA spleen mod	RGS12 GoLoco inh	GAA inhib	GAA glycogen mod	HTT aggregate
COc1ccc(NC(=O)CNC(=O)c2cccs2)cc1Cl	-27%	-1%	-13%	-16%	3%	-12%	23%
FC(F)(F)c1cc(-c2cccs2)nc2nc(N3CCOCC3)sc12	-19%[10 µM]	-4%	5%	-1%	u	3%	-29%
O=C1c2ccccc2S(=O)(=O)N1CCOc1ccccc1	1%	-13%[38.3 µM]	0%	6%	2%	1%	-1%
Cc1ccc2nc(-c3cccc(NC(=O)c4ccc5c(c4)OCCO5)c3)oc2c1	-75%[inhibitor]	9%[38.3 µM]	1%	7%	1%	12%	-14%
O=C(Cc1c(F)cccc1Cl)NCCCn1ccnc1	24%	-8%[38.3 µM]	-4%	-5%	-6%	8%	-15%
O=C(Cc1ccc(Cl)cc1)NCC(=O)N1CCCCC1	20%[10 µM]	-8%	2%	2%	10%	-14%	-3%
O=C1c2ccccc2NC(c2ccccc2Br)N1CCCN1CCOCC1 (configuration not stated)	0%[10 µM]	x	-6%	x	2%	-3%	-4%
Cc1ccc(O)c(-c2cc(-c3cccc(F)c3)n[nH]2)c1	-26%	24%[38.3 µM]	0%	2%	-6%	-9%	19%
CCOC(=O)Cc1csc(NC(=O)COc2ccccc2)n1	-7%	-4%[38.3 µM]	5%	6%	-6%	2%	-14%
COc1cc(C[C@H]2C(=O)OC[C@@H]2Cc2ccc(OC)c(OC)c2)ccc1O	0%	13%	13%	2%	x	x	x
O=c1c(-c2ccccc2)nc2cnc(N3CCOCC3)nc2n1C1CC1	-46%[inhibitor]	u	11%	-12%	x	x	x
CCCCN1C(=O)C(NC(C)=O)c2cc(Br)ccc21 (configuration not stated)	-12%	49%[activator][38.3 µM]	1%	9%	2%	-16%	-7%
CSCCC(C(=O)Nc1ccc2c(c1)OCO2)N1C(=O)c2ccccc2C1=O (configuration not stated)	0%	20%[38.3 µM]	1%	0%	-1%	1%	-20%
CCc1ccc(NC(=O)CCNS(=O)(=O)c2cccc3nonc23)cc1	6%	14%[38.3 µM]	-7%	2%	-10%	-3%	7%
O=C(CSc1ccc(Cl)cc1)N1CCN(c2ncc(C(F)(F)F)cc2Cl)CC1	3%[10 µM]	13%	4%	4%	-12%	-6%	u
CCOc1ncccc1C(=O)NCc1ccc(C)cc1	-20%[10 µM]	6%	3%	-8%	2%	-5%	17%
COc1cc(CC2COC(c3ccc(O)c(OC)c3)C2COC(C)=O)ccc1O (configuration not stated)	-4%[10 µM]	x	4%	3%	x	u	13%[9.22 µM]
Cc1ccc(Br)cc1	-12%	3%	-7%	5%	x	x	x
NNC(=O)c1ccc(COc2cccc3ccccc23)o1	12%[10 µM]	x	-13%	12%	x	-25%	-11%[9.22 µM]
Cc1oc2c(c1C(=O)NCc1ccccc1)CCCC2	-11%[10 µM]	-8%	-6%	-4%	3%	2%	12%
Cc1cccc(OCCCC(=O)Nc2nc3ccccc3[nH]2)c1	10%[10 µM]	4%	4%	8%	-1%	-3%	-21%
Cc1cccnc1NC(=O)c1ccccc1-c1ccccc1C(=O)Nc1ncccc1C	21%[10 µM]	7%	-4%	0%	1%	-10%	6%
CCCCOn1c(C)c(C(C)=O)c2c3no[n+]([O-])c3ccc21	-13%	16%	2%	-5%	-8%[15.4 µM]	1%	-18%
Cc1cccc(N/C(N)=N/c2nc3c(c(=O)[nH]2)CCCC3)c1	-3%	8%[38.3 µM]	-1%	7%	-2%	1%	-15%
CC(C)NC(=O)NC(=O)COC(=O)c1ccccc1Oc1ccccc1	8%	21%[38.3 µM]	1%	-11%	-28%	-2%	-19%
O=Cc1ccc2noc(-c3ccc(Cl)cc3)c2c1	-5%	18%[38.3 µM]	3%	21%	-4%	0%	-22%
CCCCC/C=C\C/C=C\C/C=C\CC1OC1CCCC(=O)O (configuration not stated)	u	3%&6%	7%&4%	9%&5%	x	x	x
COc1ccc(NC(=S)N(Cc2cccnc2)Cc2ccco2)cc1	-38%[inhibitor]	4%	3%	9%	2%	0%	u
COc1cccc(CC2(CO)CCCN(C/C=C/c3ccccc3OC)C2)c1 (configuration not stated)	-50%[inhibitor][10 µM]	x	8%	10%	-11%	-3%	-18%
COc1ccc(C(=O)Nc2nc3c(s2)CCCC3)cc1S(=O)(=O)N1CCCc2ccccc21	-1%[10 µM]	4%	2%	-16%	-2%	-4%	u
CC(=O)c1ccc(NC(=O)N[C@@H](CC(C)C)C(=O)O)cc1	-1%	x	2%	x	0%	5%	4%
COc1cc(Cl)c(S(=O)(=O)NCc2cccnc2)cc1Cl	-3%	-11%[38.3 µM]	0%	11%	-11%	0%	-5%
Cc1nnc(C)n1/N=C/c1cccnc1	-5%	8%[38.3 µM]	-2%	7%	-5%	8%	16%
CCOC(=O)N1CCN(C(=O)c2ccc(N(C)S(C)(=O)=O)cc2)CC1	-13%[0.074 µM]	23%[38.3 µM]	-20%	8%	-3%	3%	-13%
CCCn1ncc(OC)c(Cl)c1=O	-1%	23%[38.3 µM]	-1%	5%	-11%	9%	9%
Cc1cccc2cc(CN(CCN3CCOCC3)C(=O)Nc3ccccc3F)c(=O)[nH]c12	-24%[10 µM]	6%	-4%	-6%	1%	5%	8%
CCOc1cc(/C=C2/N=C(c3ccc(C(C)(C)C)cc3)OC2=O)cc(Cl)c1OS(C)(=O)=O	5%	-9%[38.3 µM]	-4%	34%[activator]	-2%	0%	21%
CCOC(=O)c1ccc2[nH]c3c(c2c1)CCCCC3=O	-4%[10 µM]	-1%	0%	8%	4%	7%	10%
O=C(COC(=O)c1cccc(S(=O)(=O)N2CCc3ccccc32)c1)Nc1ncc(Cl)cc1Cl	7%[10 µM]	-2%	4%	-7%	-1%	-4%	-28%
S=C1NC2=C(CCC/C2=C\c2ccc(Cl)cc2)C(c2ccc(Cl)cc2)N1 (configuration not stated)	26%[10 µM]	x	7%	3%	-10%[15.4 µM]	-4%	12%[9.22 µM]
CSc1ccccc1C(=O)C1CCCN(Cc2cnn(-c3ccccc3)c2)C1 (configuration not stated)	-12%[10 µM]	11%	-9%	9%	x	-16%	-14%[9.22 µM]
CCn1c(SCC(=O)N2CCN(c3ccc(F)cc3)CC2)nc2ccccc2c1=O	-7%	22%[38.3 µM]	5%	1%	-4%	1%	-8%
CSc1nc(C)cc(Oc2ccccc2)n1	-41%[inhibitor]	4%	2%	-3%	-16%	1%	u
O=C(O)c1ccc(COCC(F)(F)F)cc1	-4%	20%[38.3 µM]	-2%	-4%	8%	1%	-23%
Nc1ccc(N=Nc2c(S(=O)(=O)O)cc3ccccc3c2S(=O)(=O)O)cc1	-2%[10 µM]	-6%	x	3%[14.2 µM]	x	x	x
Cc1ccc(-c2csc(NC(=O)Cc3ccc(F)cc3)n2)o1	-29%	18%	-5%	-7%	1%	-6%	-2%
O=C(CSc1nc(O)cc(=O)[nH]1)N1c2ccccc2Sc2ccccc21	25%[10 µM]	2%	0%	5%	14%	-10%	6%[9.22 µM]
COc1cc(C2CC(=O)C=C(O)C2)cc(OC)c1OC (configuration not stated)	-4%	5%[38.3 µM]	-19%	-7%	-10%	4%	-3%
O=C1CC(/C=C/c2ccc([N+](=O)[O-])cc2)=Nc2ccccc2N1	-4%[10 µM]	x	-15%	9%	-3%[15.4 µM]	-11%	4%[9.22 µM]
Cc1cccc2sc(NC(=O)c3cccc(S(=O)(=O)N4CCc5ccccc54)c3)nc12	1%[10 µM]	8%	-5%	3%	0%	14%	-1%
Cc1nc(SCC(=O)NC2CCCCC2)[nH]c(=O)c1C	-12%[10 µM]	x	8%	4%	x	6%	17%[9.22 µM]
[O-]/[N+](=C/c1ccc(F)cc1)c1ccc(Cl)cc1	15%	28%[38.3 µM]	3%	9%	-6%	-13%	27%
CCOC(=O)N1CCN(S(=O)(=O)c2ccc3c(c2)CCN3C(=O)C2CC2)CC1	-5%	4%[38.3 µM]	-11%	-14%	5%	-12%	-15%
CCOc1nc2c(c(=O)n(C)c(=O)n2C)n1Cc1ccccc1Cl	-24%	4%[38.3 µM]	-4%	-6%	1%	3%	u
CC(O)[C@H]1CNC(=O)C(=O)N1CC(C)(C)C (some centres not stated)	8%[10 µM]	x	0%	-4%	x	3%	14%[9.22 µM]
Nc1scc(-c2ccncc2)c1Cl	-4%[10 µM]	-8%	-7%	-3%	-1%	-7%	14%
COc1cccc(Oc2cnc(N)nc2-c2ccc(OC)cc2O)c1	-12%[10 µM]	26%[38.3 µM]	-2%	8%	-4%	-22%	3%
CC(=O)O[C@@H]1[C@H](OC(=O)CC(C)C)c2c(ccc3ccc(=O)oc23)OC1(C)C	x	10%	-5%	2%	-2%	0%	0%
O=C1CN(C(=O)CSc2nc(-c3ccccc3)cs2)c2ccccc2N1	17%[10 µM]	2%	-8%	12%	-5%	-4%	-9%
N#CC1=C(N)N=C(SCc2cccc3ccccc23)C(C(N)=O)C12CCCCC2 (configuration not stated)	-39%[inhibitor]	9%[38.3 µM]	0%	8%	0%	-6%	-9%[9.22 µM]
O=C(NCc1ccc(F)cc1)C(=O)NCC1OCCN1S(=O)(=O)c1cccs1 (configuration not stated)	x	3%	-4%	3%	0%	-9%	6%

Record cards, as listed above. Order of values: HTT cytoprotect, IMPase Li cell, GAA spleen mod, RGS12 GoLoco inh, GAA inhib, GAA glycogen mod, HTT aggregate
Profile of Cc1nc(SCC(=O)NC2CCCCC2)[nH]c(=O)c1C → -12%[10 µM], x, 8%, 4%, x, 6%, 17%[9.22 µM]
Profile of CCOC(=O)c1ccc2[nH]c3c(c2c1)CCCCC3=O → -4%[10 µM], -1%, 0%, 8%, 4%, 7%, 10%
Profile of O=C1CC(/C=C/c2ccc([N+](=O)[O-])cc2)=Nc2ccccc2N1 → -4%[10 µM], x, -15%, 9%, -3%[15.4 µM], -11%, 4%[9.22 µM]
Profile of CCOc1nc2c(c(=O)n(C)c(=O)n2C)n1Cc1ccccc1Cl → -24%, 4%[38.3 µM], -4%, -6%, 1%, 3%, u
Profile of Cc1cccc2cc(CN(CCN3CCOCC3)C(=O)Nc3ccccc3F)c(=O)[nH]c12 → -24%[10 µM], 6%, -4%, -6%, 1%, 5%, 8%

Compound activity deposited in PubChem by National Center for Advancing Translational Sciences (NCATS).

Some of the compounds tested, so the mix of outcomes need not match the whole.
